# MT stabilizer: microtubule stabilizers in HeLa cells; HeLa tubulin immunostaining HCS, 24 h; share of cells brighter than vehicle mean+2SD; % tubulin-high responders, % at 10 µM; 200,000 tested, 0.83% active; AID 2205;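 active means plate Z-score above 3 for both tubulin-high and condensed-nucleus cell shares, with cell loss under 80%, at 10 µM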;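 further: anti alpha tubulin signal scored within the nucleus-defined area of each cell; some results filed as inactive read as strong as hits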
# Lipid droplet: modulators of hepatic lipid droplet formation. AML12 mouse hepatocytes, oleate lipid droplets, BODIPY imaging. inhibition, % at 6.5 µM. 240,000 tested, 0.4% active. AID 1656;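 active means lipid droplet intensity inhibited by at least 50%, with more than 500 cells counted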
#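 Material – mouse AML12 hepatocyte cell line, fixed after treatment · Compound dosing – one dose, 6.5 µM compound · Times – compound with oleate, overnight · Measured by – Image-based BODIPY and DAPI two-channel analysis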
# ER stress rescue: protection against thapsigargin-triggered cell killing – 384-well, CSM14.1, ATP luminescence, primary screen (AID 1222). CSM14.1 thapsigargin-induced death rescue, ATP luminescence; higher % means a stronger effect. cellular ATP content (survival), % at 20 µM, or EC50 in µM where a hit was titrated. 190,000 tested, under 10 active;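 active means EC50 below 50 µM in the dose-response confirmation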;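 further: death triggered by thapsigargin at about 15 µM added after 2 h compound pretreatment; cell ATP read after overnight thapsigargin exposure of roughly 18 to 22 hours; normalized against plate controls of thapsigargin alone and 5% DMSO vehicle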
# bCat nuc transl: alters nuclear translocation of beta-catenin in HeLa cells | nuclear translocation activity, % at 5 µM | immunofluorescence imaging | 190,000 tested, 0.3% active;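 active means nuclear translocation activity above 50% at 5 µM, with a well cell count of 50 or more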;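 further: per-cell ratio of nuclear to cytoplasmic median beta-catenin stain intensity; plate controls were DMSO negative control for no effect and GSK-3 inhibitor IX positive control for full effect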
#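 Test system: human HeLa cells, endogenous beta-catenin. Times: 24 h compound exposure, 37°C. Measured by: beta-catenin immunofluorescence imaging with DAPI.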
# Autophagy mod: autophagy modulation, high-content screen; MEF GFP-LC3 puncta imaging; test concentration mostly 10 µM; calls only at 10 µM (by protocol); 190,000 tested, 0.98% active; AID 463193;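 active means percentage of spot-positive cells more than 3 SD above its plate mean, without a fluorescence outlier flag or 80% toxicity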;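 further: spot-positive cell cutoff set from DMSO-treated cells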
# PhoP inhibition: PhoP-dependent GFP reporter repression – Salmonella Typhimurium, primary screen (AID 1863); S. Typhimurium PhoP-regulated promoter GFP reporter, 4 h; higher % means a stronger effect; one-dose inhibition, % at 50 µM; IC50 in µM for titrated hits; 300,000 tested, 0.16% active;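 active means inhibition over 29.93%, a cutoff 3 SD above the screen mean, later confirmed by dose response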;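 further: 0% = low Mg2+ inducing control and 100% = high Mg2+ repressing control; strong numbers were not always called active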
# Ins promoter up: MIN6 insulin promoter up-regulation. 190,000 tested, 0.3% active. z-score at 5 µM. AID 1625. MIN6 insulin promoter-GFP reporter, high-content imaging; hits give high values;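 active means z-score above 3 at 5 µM with at least 500 cells counted in the well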
# T cell HTS: T cell immune modulation candidate. 2C CD8+ T cell-vesicle binding, flow cytometry; hits give low values. calls only at 7 µM. 330,000 tested, 0.068% active. AID 2052;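 active means response, share of CD8 T cells binding vesicles, and their 90th percentile fluorescence all below set limits, cut at about 80% in these data, passing the limit was not always enough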
#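 Benchmarks: naked versus QL9-loaded vesicles / Assay system: purified 2C TCR transgenic mouse naive CD8+ T cells / Technique: high-throughput flow cytometry with anti-B7-1 and anti-CD8 staining / Timing: Cell–vesicle co-incubation 1.5 h at 37 °C, staining 20 min on ice / Read-out: percent CD8+ FL2 mean versus row control / Probe or stimulus: QL9-loaded Drosophila micro-vesicles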
# Dynein transport: blocks dynein driven cargo transport along microtubules. 3617.4 mouse cells, GR-EGFP nuclear translocation imaging; test concentration mostly 20 µM; stimulated with dexamethasone, 1 µM; hits give low values. z-score, hits read low. 220,000 tested, 0.47% active. AID 1381;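 active means plate z-score of nuclear minus cytoplasmic receptor signal below a set negative limit, without overly bright fluorescence or cell loss, cut at about -3.5 in these data, passing the limit was not always enough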;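 further: z-score of nuclear minus cytoplasmic ring GR-EGFP intensity difference per well; some compounds called inactive have numbers as strong as hits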
#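 medium = tetracycline-free induction medium containing charcoal-stripped FBS | also added = 1.0 µM final dexamethasone stimulus | schedule = 48 h induction, 1 h compound, 30 min dex at 37 °C | technique = fixed, Hoechst-stained cells imaged at 10x for EGFP | measure = GR-EGFP nuclear translocation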
# Dynein transport cytoplasmic EGFP: also measured in Dynein transport; calls as there; z-score; measured here: cytoplasmic GR-EGFP intensity; hits give high values
# Dynein transport nuclear GR-EGFP: second read-out of Dynein transport, no call of its own (marks repeat the call); z-score; measured here: nuclear GR-EGFP intensity;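 lower value marks the stronger effect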
# Dynein transport cell count: recorded beside Dynein transport, whose call it bears; z-score; measured here: cell count per field
# Ins promoter up cell count: also measured in Ins promoter up; calls as there; cell count; measured here: cytotoxicity, nuclei count;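 total cells summed across four imaged fields per well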
# Lipid droplet cells 6.5 µM: also measured in Lipid droplet; calls as there; cell count; measured here: cell count, cytotoxicity flag;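 cells counted across two imaged fields per well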
# bCat nuc transl cell count 5 µM: recorded beside bCat nuc transl, whose call it bears; cell count; measured here: cell count, cytotoxicity flag
# T cell HTS vesicle-bound %: further read-out of T cell HTS, marked with its call; double positive events, %; measured here: CD8+ vesicle-bound cell fraction;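 binding gate set so that unloaded-vesicle control wells show 10% double positive cells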
# MT stabilizer Hoechst-high %: second read-out of MT stabilizer, no call of its own (marks repeat the call); % Hoechst-high responders; measured here: nuclear condensation Hoechst responders;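 share of cells brighter than vehicle mean plus two SD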
# MT stabilizer cytotoxicity %: second read-out of MT stabilizer, no call of its own (marks repeat the call); toxicity, %; measured here: cytotoxicity by cell density;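 0% = mean cell density of plate MIN control wells and 100% = no cells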
# Autophagy mod cell loss 18 h: recorded beside Autophagy mod, whose call it bears; toxicity, %; measured here: cell loss, nuclei count;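 cell loss after 18 h compound exposure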
# Numbers without * were called inactive; i = inactive; nt = not tested or not shown.
Structure,MT stabilizer,MT stabilizer Hoechst-high %,MT stabilizer cytotoxicity %,Lipid droplet,Lipid droplet cells 6.5 µM,ER stress rescue,bCat nuc transl,bCat nuc transl cell count 5 µM,Autophagy mod,Autophagy mod cell loss 18 h,PhoP inhibition,Ins promoter up,Ins promoter up cell count,T cell HTS,T cell HTS vesicle-bound %,Dynein transport,Dynein transport cytoplasmic EGFP,Dynein transport nuclear GR-EGFP,Dynein transport cell count
O=c1onc(-c2cccnc2)n1-c1ccccc1F,nt,nt,nt,1.7,757,nt,0.2,1111,nt,nt,-5.6%,-0.72,1466,i,48.3,0.707,-0.288,0.473,-0.0864
Cc1cc(F)ccc1NC(=O)C(C)n1c2ccccc2c2nc(=O)cc(C)n21 (stereo unspecified),nt,nt,nt,2.0,683,nt,-0.2,1292,nt,nt,-7.7%,-1.15,1012,i,19.1,-0.38,-0.211,-0.0598,0.928
CC(C)(C)NC(=O)C[n+]1ccc(C(N)=O)cc1,2.2,2.4,5.5,-7.7,657,1.7%,2.6,1049,i,-3.3,2.9%,-0.32,1120,i,33.9,-0.204,-0.256,-0.00716,-0.156
Cc1c2c(nc3ccccc13)OCC2,2.1,2.5,7.5,8.0,750,-5.3%,-4.0,547,i,-0.1,0.7%,0.6,827,nt,nt,1.57,-0.287,0.997,0.319
Cc1sc(NC(=O)c2ccco2)c(C(c2cccnc2)N2CCN(C)CC2)c1C (stereo unspecified),2.4,1.1,3.4,nt,nt,-0.6%,1.9,1275,i,-7.8,5.2%,-0.02,1542,i,8.1,0.198,-0.201,0.988,0.00156
CCC(C)(C(=O)NC1CCCCC1)N(C(=O)c1ccccn1)c1ccc(C)cc1 (stereo unspecified),2.0,1.9,9.0,-35.7,783,0.2%,-12.2,1199,i,28.9,2.7%,nt,nt,i,16.1,-0.787,-0.157,-0.108,0.549
COC(=O)c1c(C#N)c(N)nc2c1CCCC2,1.7,1.5,8.6,nt,nt,0.0%,0.6,1373,i,1.8,-5.0%,-0.88,1245,i,23.2,-0.066,-0.174,-0.224,0.43
CCOCCCNC(=O)Cn1ncc2c(=O)oc3ccccc3c21,1.5,1.3,6.6,-14.9,690,nt,0.2,1161,nt,nt,-1.3%,nt,nt,i,20.7,-0.984,-0.258,-0.375,0.29
O=S(=O)(NC1CCCC1)c1ccccc1Br,nt,nt,nt,-16.5,701,nt,-1.8,1194,nt,nt,-1.8%,0.02,851,i,25.0,1.27,-0.72,0.537,-0.98
C#CCOCCOCCOCCNc1nc(N2CCN(C(=O)[C@H](C)n3cc(CCCN=C(N)N)nn3)CC2)nc(N2CCN(C(=O)[C@H](Cc3ccc(O)cc3)n3cc(CCO)nn3)CC2)n1,4.1,2.3,8.9,12.3,689,-3.0%,-0.4,542,i,12.5,-3.2%,0.44,1100,nt,nt,0.638,-0.14,0.623,0.65
CCC1Oc2ccccc2N(CC(=O)NCCCN2CCCCC2C)C1=O (stereo unspecified),3.7,2.8,11.9,nt,nt,-1.2%,0.1,1348,i,6.1,-7.9%,-0.46,1659,i,14.7,-0.713,-0.237,-0.54,1.58
COc1ccc(CS(=O)(=O)CC2(O)CCN(C(=O)c3cccc(C(F)(F)F)c3)CC2)cc1,3.1,1.3,2.6,nt,nt,0.9%,1.2,1147,i,31.8,13.6%,-0.98,1233,i,16.2,2.22,-0.184,1.34,-0.711
COc1cc(C(=O)NC(C(=O)Nc2cccc(C(C)=O)c2)C(C)C)cc(OC)c1OC (stereo unspecified),4.1,2.8,1.6,8.3,700,-0.9%,-0.9,990,i,28.7,-1.1%,0.55,1105,i,65.0,0.0288,-0.113,0.00912,-0.432
CCCCOC(=O)c1ccc(NC(C)=O)cc1,5.5,3.1,3.6,nt,nt,-0.9%,0.7,1370,i,11.1,-4.2%,-0.78,1383,i,39.3,1.69,0.183,1.51,-2.18
C[C@H]1CCC[C@@]2(O[C@@H](CCO)C[C@@H](O)[C@@H]2O)O1,nt,nt,nt,nt,nt,nt,2.2,1030,nt,nt,-1.3%,0.09,671,nt,nt,1.22,-0.71,1.02,-1.15
COc1ccc(N2CCN(C(CNC(=O)C(C)(C)C)c3ccco3)CC2)cc1 (stereo unspecified),5.0,2.2,8.8,4.8,728,0.7%,-1.6,1030,i,6.8,5.0%,0.61,1357,i,26.7,-1.07,-0.335,0.102,1.42
NC(CSS(=O)(=O)O)=NCCC12CC3CC(CC(O)(C3)C1)C2,3.0,2.8,12.3,-2.2,572,-2.5%,-1.3,571,i,-1.4,24.3%,0.25,1291,i,40.5,0.222,-0.268,0.104,1.11
Cc1cc(C)c(C(=O)/C=C/c2ccc(C(C)C)cc2)c(=O)[nH]1,2.0,1.8,1.4,nt,nt,-3.1%,2.7,1316,i,-17.9,0.9%,0.13,1545,i,29.8,-1.66,0.117,-0.605,-0.0485
COC(=O)CCC(=O)OC1(C)C(=O)C=C2C=C(C3CC3)N(C3CCCCC3)C=C2C1=O (stereo unspecified),nt,nt,nt,-3.0,668,nt,-1.0,1213,nt,nt,-4.3%,0,808,i,49.4,-0.729,-0.723,-0.28,0.441
COc1ccc(NC(=S)N2CCC(N(C)CCN3CCOCC3)CC2)cc1Cl,3.9,2.2,7.5,-9.5,699,1.9%,0.8,1117,i,9.8,-3.9%,-1.09,1478,i,43.3,-0.245,-0.248,-0.0424,0.854
Cc1c(NC(=O)CSc2ncn[nH]2)c(=O)n(-c2ccccc2)n1C,2.7,2.9,6.4,-0.5,742,-1.7%,8.0,411,i,1.3,-5.1%,nt,nt,i,17.6,-0.475,-0.0845,-0.2,0.619
Cc1ccc(NC(=O)CSc2nc3ccccc3c(=O)n2CCCN2CCCCC2)cc1Cl,3.1,5.9,9.1,-3.7,666,0.0%,nt,nt,i,-4.5,-7.5%,-1.22,804,i,27.6,-0.521,2.74,0.203,-4.99
C=C(C)c1cccc(C(C)(C)NC(=O)NCC2CCCO2)c1 (stereo unspecified),4.3,2.7,9.2,-13.5,640,nt,0.1,1041,i,-1.3,14.0%,-0.19,1307,i,32.4,-0.763,-0.187,-0.24,-0.00204
COc1cccc([C@@H]2Oc3ccc(OC)cc3C(=O)[C@H]2OC(=O)NCc2ccc3c(c2)OCO3)c1,3.1,4.4,5.5,-10.7,735,-1.8%,nt,nt,i,-26.7,4.3%,nt,nt,i,41.9,-0.379,-0.203,0.122,1.08
COc1cc(CNC2CCCC2)cc(OC)c1,4.0,1.6,5.6,-12.0,671,-1.8%,1.7,1012,i,-2.7,2.9%,0.27,1730,i,39.3,-0.048,-0.205,0.176,0.121
O=C(Nc1nc2ccsc2c(=O)s1)C1CCC1,nt,nt,nt,0.7,732,nt,-0.1,1231,nt,nt,0.7%,-0.2,972,i,17.4,0.668,-0.121,0.778,-1.85
COc1ccccc1OCCSc1nc(C)c(Cc2ccccc2)c(=O)[nH]1,nt,nt,nt,0.9,713,nt,-0.8,1276,nt,nt,-6.9%,-0.67,1127,i,10.2,-1.02,-0.254,-0.136,0.165
NCCc1nnc(SCc2ccccc2F)o1,2.7,1.1,6.4,nt,nt,-1.2%,-3.6,910,i,1.0,7.2%,nt,nt,i,23.1,0.0962,-0.109,-0.13,0.0796
CC1CCCC(C)N1C(=O)COC(=O)c1cc(Br)ccc1Cl (stereo unspecified),1.9,3.8,6.2,5.4,706,-1.0%,-3.3,1173,i,-6.5,8.5%,-1.31,1222,i,51.9,-0.284,-0.315,-0.165,-0.346
COc1ccc(-n2cnc3c(sc4nc(N5CCOCC5)c5c(c43)CCCC5)c2=O)cc1,3.6,1.4,5.2,19.0,706,2.0%,0.3,1073,i,36.6,-3.2%,nt,nt,i,30.0,1.02,-0.262,0.701,-0.529
CCNC(=O)N1c2ccc(OC)cc2C(C)=CC1(C)C,5.0,2.5,13.3,nt,nt,4.1%,-6.7,749,i,8.5,4.2%,-0.18,1482,i,11.1,1.29,-0.298,1.07,-1.29
Cc1c(OCC(=O)N(C)C)ccc2c3c(c(=O)oc12)CCCCC3,4.6,2.5,10.2,0.1,672,-2.6%,0.0,1474,i,-7.0,-2.0%,-0.85,1438,i,54.5,0.669,-0.323,0.509,-0.0489
S=c1[nH]nc(/C=C/c2ccccc2)o1,1.9,2.0,2.9,-16.4,654,-0.5%,-4.7,1059,i,32.8,-17.3%,0.35,1696,i,55.8,0.406,-0.299,0.21,-0.682
CCOC(=O)C1CCN(Cc2cnc(Oc3ccc(OC)cc3)s2)CC1,1.5,1.7,9.5,nt,nt,-0.3%,nt,nt,i,29.2,-3.1%,nt,nt,i,43.1,-0.653,-0.187,-0.668,0.334
COc1ccc([N+](=O)[O-])cc1NC(=O)Cc1ccc(C)cc1,2.8,1.6,8.5,8.6,629,-2.5%,0.3,847,i,-2.1,-11.9%,0.03,1241,i,39.4,0.705,-0.158,0.761,-0.964
